Screening data deposited in PubChem by several laboratories.
Pf gamet viab = P. falciparum stage V gametocyte viability inhibition; P. falciparum stage V gametocytes, ATP luminescence, 24 h; inhibition, % at 10.9 µM; 0.065% of 150,000 active; AID 743093;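 active = inhibition above the mean plus 3 SD of compounds within the control limits, set per campaign, cut at about 38% in these data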;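 note: 0% = DMSO wells and 100% = medium only without gametocytes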
Cdc42 wt GTP = changes GTP binding to wildtype human Cdc42 | GST-Cdc42 beads, Bodipy-GTP binding, flow cytometry; actives lie on both sides | percent activity (GTP binding), % at 10 µM | 0.2% of 190,000 active;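 active = percent activity GTP binding at least 20 points away from the 100% baseline, either down as inhibitor or up as activator; inconclusive = compound flagged as likely green fluorescent from well-wide comparison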;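 note: median bead fluorescence of bound Bodipy-FL-GTP at 100 nM; 0% = excess unlabeled GTP control and 100% = no compound control; below 100% means less GTP binding so inhibitor and above means activator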
Target sequence (P60953 whole entry, looked up): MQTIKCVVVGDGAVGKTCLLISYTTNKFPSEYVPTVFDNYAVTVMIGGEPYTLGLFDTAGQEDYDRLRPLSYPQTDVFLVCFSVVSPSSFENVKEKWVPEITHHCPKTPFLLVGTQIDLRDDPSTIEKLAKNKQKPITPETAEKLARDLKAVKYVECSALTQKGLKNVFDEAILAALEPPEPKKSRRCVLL
Rab7 wt GTP bind = modulators of GTP binding to dog Rab7 wildtype GTPase; GST-Rab7 beads, fluorescent GTP binding, flow cytometry; actives lie on both sides; untreated = 100%, excess cold GTP = 0%; GTP binding activity (percent of control), % at 10 µM; 0.055% of 190,000 active; AID 758;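 active = fluorescent GTP binding to Rab7 beads changed by at least 20 points from the 100% baseline, either direction, mostly lower; inconclusive = compound itself probably fluorescent, or too few beads counted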;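 note: median green fluorescence of bound Bodipy-FL-GTP per Rab7 bead population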
Mcl1-Noxa inh = Mcl-1/Noxa interaction inhibition. TR-FRET Mcl-1/Noxa peptide binding, 2 h. 1.5% of 220,000 active. inhibition, % at 21.7 µM. Q07820;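 active = compounds that cut the protein-peptide binding signal by more than 50% relative to plate controls in a single-dose test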;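 note: His-tagged Mcl-1 with rhodamine Noxa BH3 peptide and terbium anti-His antibody; 0% = Mcl-1 plus Noxa peptide wells and 100% = peptide-only wells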
Target sequence (Q07820 whole entry, looked up): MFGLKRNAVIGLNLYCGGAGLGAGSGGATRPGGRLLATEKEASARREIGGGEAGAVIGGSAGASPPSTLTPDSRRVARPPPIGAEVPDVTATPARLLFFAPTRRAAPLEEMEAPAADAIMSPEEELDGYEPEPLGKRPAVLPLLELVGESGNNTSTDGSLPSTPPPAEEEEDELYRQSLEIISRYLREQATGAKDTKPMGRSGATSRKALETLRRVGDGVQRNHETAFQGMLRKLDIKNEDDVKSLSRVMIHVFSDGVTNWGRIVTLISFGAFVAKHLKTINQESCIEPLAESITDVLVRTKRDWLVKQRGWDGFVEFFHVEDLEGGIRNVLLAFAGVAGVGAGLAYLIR
Rac1 wt modul = human Rac1 wildtype GTP binding, inhibitors and activators | GTP binding activity (% of control), % at 10 µM | 0.27% of 190,000 active | GST-Rac1 beads, fluorescent GTP binding, flow cytometry; actives lie on both sides; 0 = cold GTP competed, 100 = untreated;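 active = GTP binding activity at least 20 points away from the 100% control level, either lower or higher; inconclusive = compound flagged as likely green fluorescent, judged across all proteins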
Avidin bead fluor = avidin bead compound fluorescence profile. 0.38% of 220,000 active. fluorescence (KMESF) at 10 µM. Avidin beads, compound fluorescence 488/530 nm, flow cytometry; stronger effect = higher value. AID 1775; in the data active = fluorescence above about 47; note: inactives centre near 10
Mcl1-Bid inh = Mcl-1/Bid interaction inhibition. 0.97% of 220,000 active. inhibition, % at 21.7 µM. Q07820. TR-FRET Mcl-1/Bid-Dy647 peptide binding, 1536-well. AID 1021;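 active = compounds that cut the binding signal by more than half at the single screening dose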;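 note: His-tagged Mcl-1 with europium anti-His antibody binding Bid BH3 peptide; 0% = Mcl-1 plus peptide wells and 100% = peptide-only wells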
HRas wt GTP = changes GTP binding to wildtype human HRas; AID 759; 0.14% of 190,000 active; GTP binding activity, % at 10 µM; P01112; GST-Ras wt beads, Bodipy-FL-GTP binding, flow cytometry; actives lie on both sides;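 active = GTP binding activity at least 20% away from the 100% baseline, either lowered as inhibitor or raised as activator; inconclusive = flagged as likely green fluorescent, judged across all proteins in the well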;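 note: 0% = unlabeled GTP competition control and 100% = no-compound control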
Target sequence (P01112 whole entry, looked up): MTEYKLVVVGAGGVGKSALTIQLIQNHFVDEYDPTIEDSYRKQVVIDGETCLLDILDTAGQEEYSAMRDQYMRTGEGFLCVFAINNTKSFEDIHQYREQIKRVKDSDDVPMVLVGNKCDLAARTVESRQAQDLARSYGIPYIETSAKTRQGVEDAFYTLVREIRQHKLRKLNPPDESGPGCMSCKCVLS
Rac1 mut GTP = modulators of GTP binding to human Rac1 activated mutant; P63000; GST-Rac1 activated beads, fluorescent GTP binding, flow cytometry; actives lie on both sides; 100% means binding = to untreated wells; percent activity (GTP binding), % at 10 µM; 0.11% of 190,000 active; AID 764;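 active = GTP binding at least 20 percentage points away from the 100% baseline, in either direction, so actives lie on both sides; inconclusive = Compound likely fluorescent itself, or too few beads counted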
Rab2A wt mod = changes GTP binding to wildtype dog Rab2A, up or down | GST-Rab2 wt beads, Bodipy-GTP binding, flow cytometry | AID 760 | P61105 | 0.19% of 190,000 active | GTP binding activity, % at 10 µM;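 active = GTP binding activity at least 20 points away from 100%, either lowered or raised; inconclusive = signal likely due to the compound's own green fluorescence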;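 note: 0% = beads with excess unlabeled GTP and 100% = no-compound control corrected for plate trend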
Mcl-1 Bim block = human Bim-Mcl-1 interaction inhibition; Q07820; Bead-based flow cytometry, Bim peptide-Mcl-1 binding; inhibition, % at 10 µM; 0.1% of 190,000 active; in the data active = inhibition above about 40%;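 note: 0% = no compound tracer wells and 100% = peptide blocker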
* = called active by the depositor; ? = inconclusive; · = no result given. Rows were taken by chance, and some 2.7% of all compounds hit somewhere here.

SMILES	Pf gamet viab	Cdc42 wt GTP	Rab7 wt GTP bind	Mcl1-Noxa inh	Rac1 wt modul	Avidin bead fluor	Mcl1-Bid inh	HRas wt GTP	Rac1 mut GTP	Rab2A wt mod	Mcl-1 Bim block
N#Cc1c(NC(=O)C2CCCO2)sc2c1CCCCC2 (centres undefined)	11.3	94.0	102.0	3.7	100.0	11	-33.2	98.0	95.0	96.0	0.0
CCc1cccc(C)c1NC(=O)COC(=O)c1c2c(nc3ccccc13)/C(=C\c1cccs1)CCC2	-36.3	100.0	105.0	2.9	105.0	3	-12.0	100.0	100.0	98.0	-8.0
CCOc1ccc(/C=C2/SC(=S)N(C(C(=O)O)c3ccccc3)C2=O)cc1OCC (centres undefined)	-51.3	92.0	102.0	2.1	90.0	7	-10.3	92.0	90.0	89.0	0.0
COc1ccccc1C1c2c(C)nn(-c3ccccc3)c2NC(=O)C1NC(=O)c1ccccc1 (centres undefined)	·	101.0	101.0	-2.6	105.0	9	-1.6	100.0	101.0	100.0	-1.0
COc1ccc(C(c2nnnn2C2CCCCC2)N2CCN(C)CC2)c(OC)c1 (centres undefined)	9.3	97.0	97.0	19.0	103.0	9	3.5	99.0	97.0	100.0	0.0
COc1ccccc1C(=O)NN1C(=O)C2C3C=CC(O3)C2C1=O (centres undefined)	·	103.0	100.0	14.9	101.0	8	-38.6	103.0	101.0	104.0	-2.0
CC(C)NC(=O)CSc1c2c(nc3ccccc13)CCCC2	6.8	95.0	95.0	11.6	91.0	11	15.7	97.0	95.0	94.0	0.0
Cc1cc(Br)ccc1OCCCCN1CCC(C)CC1	-13.0	105.0	96.0	41.0	106.0	13	14.6	101.0	102.0	101.0	-4.0
COCCCn1c(-c2ccc(OC)cc2)nc2nc3ccccc3nc21	·	98.0	101.0	12.4	96.0	40	2.3	99.0	97.0	97.0	0.0
COc1ccc(NC(=O)Cc2nnc(N)s2)cc1	-10.3	?	?	26.8	?	5	-43.2	?	?	?	0.0
CS(=O)(=O)Nc1ccc(C(=O)N2CCc3ccccc3C2)cc1	·	97.0	94.0	-5.7	95.0	2	-33.4	96.0	94.0	96.0	0.0
CCN(c1ccccc1)S(=O)(=O)c1ccc(Cl)c(NC(=O)CSc2ncn[nH]2)c1	2.0	102.0	98.0	-2.0	105.0	15	-34.5	100.0	100.0	99.0	0.0
CCn1ncc(C(=O)Nc2ccc(S(=O)(=O)N3CCCC3)cc2)c1C	·	103.0	105.0	18.1	106.0	34	1.0	103.0	98.0	101.0	-10.0
COc1cc2c(cc1OC)CN(C(C)C(=O)N1CCc3ccccc31)CC2 (centres undefined)	·	103.0	102.0	-1.4	101.0	5	-8.4	101.0	98.0	101.0	-1.0
COc1ccc(N2CCN(C(c3nnnn3C3CCCC3)C(C)C)CC2)cc1 (centres undefined)	-12.1	101.0	106.0	19.4	104.0	9	-19.9	99.0	97.0	98.0	-1.0
COc1ccc(NC(=O)c2nc3nccc(C)n3n2)cn1	-18.9	99.0	95.0	-15.0	97.0	1	-22.1	96.0	95.0	98.0	0.0
CCCC(=O)N(Cc1cc2ccccc2[nH]c1=O)c1ccccc1OC	-5.7	?	?	-7.1	?	17	-21.6	?	?	?	11.0
COc1ccc2c(c1)c1nc3ccccc3nc1n2CC(=O)OC(C)C	-3.7	108.0	99.0	7.2	105.0	37	16.6	105.0	102.0	104.0	0.0
O=C(Cc1cccs1)N(c1ccc(F)cc1)C1(C(=O)NC2CCCCC2)CCCC1	3.6	98.0	99.0	-2.7	104.0	13	-17.5	98.0	95.0	96.0	-4.0
CCOc1ccccc1N(CC(=O)Nc1ccc2c(c1)OCO2)S(C)(=O)=O	·	103.0	100.0	-31.8	104.0	5	-32.0	100.0	100.0	100.0	2.0
COc1ccc2c(C)cc(SCC(=O)c3ccc4c(c3)OCO4)nc2c1	4.9	103.0	107.0	-48.6	108.0	10	-39.7	105.0	102.0	105.0	-3.0
Nc1ccc2nc(SCC(=O)Nc3ccc(N4CCOCC4)c(Cl)c3)sc2c1	11.5	99.0	99.0	31.6	102.0	14	-10.0	99.0	98.0	99.0	0.0
CC1c2[nH]c3ccccc3c2CCN1S(C)(=O)=O (centres undefined)	·	99.0	99.0	5.1	99.0	6	48.2	101.0	99.0	101.0	-5.0
CC(C)CSc1nnc2c(n1)[nH]c1ccccc12	·	103.0	102.0	9.5	100.0	11	0.3	105.0	100.0	103.0	0.0
COc1ccccc1C(=O)Nc1ccc(N2CCN(Cc3ccccc3)CC2)cc1	·	99.0	100.0	5.4	95.0	28	-41.6	96.0	97.0	97.0	0.0

Arranged by molecular weight (falling): part of the list above.
SMILES	Pf gamet viab	Cdc42 wt GTP	Rab7 wt GTP bind	Mcl1-Noxa inh	Rac1 wt modul	Avidin bead fluor	Mcl1-Bid inh	HRas wt GTP	Rac1 mut GTP	Rab2A wt mod	Mcl-1 Bim block
COc1ccccc1C(=O)Nc1ccc(N2CCN(Cc3ccccc3)CC2)cc1	·	99.0	100.0	5.4	95.0	28	-41.6	96.0	97.0	97.0	0.0
COc1cc2c(cc1OC)CN(C(C)C(=O)N1CCc3ccccc31)CC2 (centres undefined)	·	103.0	102.0	-1.4	101.0	5	-8.4	101.0	98.0	101.0	-1.0
COc1ccc(NC(=O)c2nc3nccc(C)n3n2)cn1	-18.9	99.0	95.0	-15.0	97.0	1	-22.1	96.0	95.0	98.0	0.0

(next part)
SMILES	Pf gamet viab	Cdc42 wt GTP	Rab7 wt GTP bind	Mcl1-Noxa inh	Rac1 wt modul	Avidin bead fluor	Mcl1-Bid inh	HRas wt GTP	Rac1 mut GTP	Rab2A wt mod	Mcl-1 Bim block
O=C(c1cccs1)N1CCN(Cc2ccncc2)CC1	·	96.0	96.0	16.9	93.0	15	11.7	95.0	94.0	95.0	0.0
O=C(COc1ccccc1O)Nc1ccccc1Cl	·	100.0	103.0	-10.7	99.0	10	-28.0	101.0	97.0	102.0	-1.0
COc1ccc(C2C(CN3CCOCC3)C(=O)N2c2ccccc2)cc1 (centres undefined)	-1.4	98.0	95.0	-10.9	102.0	7	16.2	96.0	95.0	96.0	-2.0
Cc1ccc(-c2cc(C(F)F)n3ncc(C(=O)Nc4cn(C)nc4C)c3n2)cc1	15.0	97.0	97.0	1.9	103.0	10	-15.6	98.0	100.0	96.0	0.0
O=C(NCCc1nc2ccccc2[nH]1)/C(=C/c1ccco1)NC(=O)c1ccccc1Br	-34.0	100.0	97.0	-1.0	106.0	3	-60.2	101.0	99.0	99.0	-2.0
Cc1ccc(NC2=C/C(=N/S(=O)(=O)c3cccs3)c3ccccc3C2=O)cc1	·	96.0	97.0	6.0	106.0	13	-10.3	99.0	98.0	103.0	-5.0
Cn1c(SCC(=O)Nc2cccc(F)c2)nc2c([nH]c3ccccc32)c1=O	5.7	86.0	103.0	7.2	92.0	11	-24.1	92.0	92.0	91.0	-4.0
Cc1ccc(CN2CCN(/N=C/c3sccc3C)CC2)c(C)c1	·	98.0	101.0	1.0	101.0	1	-18.6	101.0	99.0	99.0	-2.0
CC(C)CNS(=O)(=O)c1ccc(CC(C)C)cc1	-11.6	97.0	103.0	7.5	99.0	11	-15.6	97.0	95.0	97.0	0.0
O=C1C=C(c2ccccc2)C[C@H](c2cccs2)[C@H]1n1cnc([N+](=O)[O-])c1	-0.8	103.0	97.0	11.6	105.0	40	6.7	100.0	100.0	101.0	-15.0
Cc1cc(C(=O)OCC(=O)Nc2ccc(F)cc2F)c(C)o1	4.3	?	?	-3.9	?	8	-46.7	?	?	?	1.0
CC1(C(=O)NC2CCCCCCC2)CCC(=O)N1CCN1CCOCC1 (centres undefined)	·	103.0	99.0	11.0	107.0	27	-10.7	102.0	101.0	102.0	-4.0
CCOC(=O)c1cnc2c(C)cccc2c1NCCc1ccc(OC)c(OC)c1	·	99.0	103.0	20.2	105.0	11	-6.2	99.0	97.0	104.0	-3.0
CCN(CCn1cccn1)C(=O)CCc1nnc(Cc2c[nH]c3ccccc23)o1	7.5	99.0	100.0	10.7	104.0	13	-56.6	100.0	100.0	99.0	-2.0
COc1ccc(CC(=O)NC2CCN(CC(=O)Nc3ccc4c(c3)OCCO4)CC2)cc1OC	4.5	99.0	101.0	6.6	105.0	15	-19.8	103.0	98.0	100.0	1.0
CC(C)N(CCc1ccncc1)C(=S)Nc1ccc(F)c(Cl)c1	-13.1	93.0	104.0	8.8	97.0	12	-35.1	98.0	96.0	98.0	0.0
CC(C)c1c(O)nc(SCC(=O)N2CCOCC2)[nH]c1=O	·	102.0	102.0	-9.1	102.0	11	17.3	102.0	99.0	101.0	-5.0
CC(=O)NC(Cc1ccccc1)C(=O)NC1CCN(C(=O)NC2CCCCC2)CC1 (centres undefined)	-21.8	100.0	96.0	-0.9	95.0	19	-20.8	98.0	98.0	97.0	1.0
O=C(NCC1CCCO1)c1coc2nc3ccccc3nc12 (centres undefined)	·	106.0	98.0	-6.9	102.0	27	-18.6	103.0	97.0	103.0	1.0
CSc1ccccc1NC(=O)c1cc(CC(C)C)on1	·	104.0	104.0	-14.9	107.0	8	1.7	103.0	99.0	100.0	-4.0
Oc1ccccc1/C=N/n1cnn(Cc2ccccc2Cl)c1=S	2.0	100.0	102.0	0.3	101.0	3	-22.0	102.0	99.0	98.0	-5.0
O=C(COC(=O)Cn1cnc2ccccc21)Nc1ccc2c(c1)C(=O)c1ccccc1C2=O	·	91.0	91.0	83.6*	81.0	10	64.9*	84.0	90.0	84.0	0.0
Cc1c(Cl)c(=O)n2c(=O)c(Cl)c(C)n12	·	98.0	109.0	-10.3	98.0	12	-40.4	98.0	99.0	99.0	3.0
Cc1ccc2nc(N/N=C/c3ccccc3F)nc(-c3ccccc3)c2c1	-16.9	100.0	99.0	-7.8	101.0	12	17.1	98.0	100.0	98.0	0.0
CC1(C)C(=O)Nc2ccccc2N1C(=O)CSc1nc(-c2ccccc2)cs1	-11.1	100.0	94.0	21.9	101.0	12	-34.4	100.0	98.0	97.0	-5.0
CC(=O)Nc1ccc(-c2nnc(SCC(=O)Nc3ccc4c(c3)oc3ccccc34)n2C)cc1	-52.7	99.0	97.0	50.2	100.0	20	-3.3	100.0	97.0	97.0	-1.0
CSCC[C@H](NC(=O)CCNC(C)=O)c1nc2ccccc2[nH]1	-1.7	103.0	101.0	7.0	105.0	8	-17.7	101.0	96.0	99.0	-4.0
CN(C)CCNC(=O)/C=C/c1cn(-c2ccccc2)nc1-c1cc2ccccc2oc1=O	-54.9	97.0	102.0	-6.7	103.0	11	-16.9	97.0	95.0	99.0	-4.0
